CHT block: inhibits the human high affinity choline transporter. Q9GZV3. CHT-expressing cells, membrane potential dye, choline response; active compounds read low. B-score at 10 µM. hit rate 0.86% among 310,000. AID 488975;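 active = B-score over 3 SD under the library average, and starting fluorescence ratio not unusually high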;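 note: choline stimulus applied at its EC90 after an EC20 pre-addition; B-score computed on integrated fluorescence ratio after choline addition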
Target sequence (Q9GZV3 whole entry, looked up): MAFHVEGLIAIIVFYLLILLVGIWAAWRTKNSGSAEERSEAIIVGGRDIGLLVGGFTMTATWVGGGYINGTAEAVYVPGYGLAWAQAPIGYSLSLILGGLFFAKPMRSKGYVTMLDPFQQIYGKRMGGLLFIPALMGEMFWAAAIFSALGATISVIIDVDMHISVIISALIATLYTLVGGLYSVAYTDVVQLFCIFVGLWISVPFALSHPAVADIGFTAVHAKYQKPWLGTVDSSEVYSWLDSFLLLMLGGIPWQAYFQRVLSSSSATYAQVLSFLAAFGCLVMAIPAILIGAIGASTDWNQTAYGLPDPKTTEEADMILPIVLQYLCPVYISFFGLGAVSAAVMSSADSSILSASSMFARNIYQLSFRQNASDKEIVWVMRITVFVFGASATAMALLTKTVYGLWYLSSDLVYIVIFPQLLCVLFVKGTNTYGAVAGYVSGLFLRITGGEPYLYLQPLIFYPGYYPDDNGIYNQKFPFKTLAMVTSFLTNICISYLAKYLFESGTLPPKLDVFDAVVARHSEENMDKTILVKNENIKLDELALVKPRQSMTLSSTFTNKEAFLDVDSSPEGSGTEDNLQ
CHT PAM: allosteric activators of human choline transporter CHT; Q9GZV3; CHT-expressing cells, membrane potential dye, choline EC20; active compounds read high; LV-AA mutant CHT in HEK293 cells; B-score at 10 µM; hit rate 0.49% among 310,000;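 active = initial fluorescence not abnormally high and integrated response B-score, plate-corrected, over 3 SD above library mean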
* marks the source's active call; other numbers are inactive results; i = inactive. Not a hit list, and some 1.4% of all compounds hit somewhere here.

1) Cn1cc(CNCc2cnc3ccccn23)c(-c2ccc(Oc3ccccc3)cc2)n1
2) CSc1nsc(SCC(=O)Nc2ccccc2C(N)=O)n1
3) CC1(C)C[C@H](O)[C@@]23C[C@@H](OC2=O)[C@]2(C)C(=CCC4[C@@]5(C)CC[C@H](O)C(C)(C)C5CC[C@]42C)[C@@H]3C1 (some centres not stated)
4) O=C(c1ccc2ccccc2n1)N1CCN(Cc2c(F)cccc2Cl)CC1
5) CCn1ncc(CN2CCC(Oc3ccc(C(=O)N4CCCC4)cc3)CC2)c1C
6) O=C(O)CCC(=O)N1CCc2cc(S(=O)(=O)NCc3cccs3)ccc21
7) CCn1c(SCC(=O)N(C)C2CCS(=O)(=O)C2)nnc1-c1ccccc1 (configuration not stated)
8) COc1cccc(C(=O)NC(=S)Nc2ccc(Cl)cc2C(=O)O)c1
9) O=C(Cc1cccc2ccccc12)Nc1nc2ccccc2[nH]1
10) CCOC(=O)C1CCN(C(=O)c2cccc(NS(=O)(=O)c3ccc(F)c(F)c3)c2)CC1
Screen / compound no. | 1 | 2 | 3 | 4 | 5 | 6 | 7 | 8 | 9 | 10
CHT block | i | i | i | i | i | i | i | i | i | i
CHT PAM | i | i | i | i | i | i | i | i | i | i

Reformatted: results already given
The line under a structure holds: CHT block, CHT PAM
8: COc1cccc(C(=O)NC(=S)Nc2ccc(Cl)cc2C(=O)O)c1
  i, i
10: CCOC(=O)C1CCN(C(=O)c2cccc(NS(=O)(=O)c3ccc(F)c(F)c3)c2)CC1
  i, i
9: O=C(Cc1cccc2ccccc12)Nc1nc2ccccc2[nH]1
  i, i
7: CCn1c(SCC(=O)N(C)C2CCS(=O)(=O)C2)nnc1-c1ccccc1 (configuration not stated)
  i, i

6 records picked at random from those above:
1) Cn1cc(CNCc2cnc3ccccn23)c(-c2ccc(Oc3ccccc3)cc2)n1
2) CSc1nsc(SCC(=O)Nc2ccccc2C(N)=O)n1
4) O=C(c1ccc2ccccc2n1)N1CCN(Cc2c(F)cccc2Cl)CC1
5) CCn1ncc(CN2CCC(Oc3ccc(C(=O)N4CCCC4)cc3)CC2)c1C
7) CCn1c(SCC(=O)N(C)C2CCS(=O)(=O)C2)nnc1-c1ccccc1 (configuration not stated)
9) O=C(Cc1cccc2ccccc12)Nc1nc2ccccc2[nH]1
Screen / compound no. | 1 | 2 | 4 | 5 | 7 | 9
CHT block | i | i | i | i | i | i
CHT PAM | i | i | i | i | i | i

The main list resumes; the 2 compounds before the break are reprinted first.
9) O=C(Cc1cccc2ccccc12)Nc1nc2ccccc2[nH]1
10) CCOC(=O)C1CCN(C(=O)c2cccc(NS(=O)(=O)c3ccc(F)c(F)c3)c2)CC1
11) CC(NC(=O)c1ccco1)c1ccc2c(c1)OCCO2 (configuration not stated)
12) COc1ccccc1NC(=O)C1CCOC1=O (configuration not stated)
13) C/C(CC(=O)Nc1ccc(Cl)cc1Cl)=N\NC(=O)C(=O)NCCO
14) Nn1cnc2c([nH]c3ccccc32)c1=O
15) O=C(Nc1ccc(O)c2c(=O)cc(-c3cccc(Cl)c3)oc12)c1cccc(Cl)c1
16) CCCN(C(=O)Cn1c(C(F)(F)F)nc2ccccc21)C1CCS(=O)(=O)C1 (configuration not stated)
17) COc1cccc(-c2ccc(NC(=O)C3CCCN(Cc4cnc(N(C)C)s4)C3)cc2)c1 (configuration not stated)
18) O=C1CN(C(=O)COC(=O)/C=C/c2ccco2)c2ccccc2N1
19) Cc1ccccc1-c1nc(S(=O)(=O)c2ccc(Cl)cc2)c(NCCN2CCOCC2)o1
20) O=C(CSCc1ccc(F)cc1)NCc1ccco1
Screen / compound no. | 9 | 10 | 11 | 12 | 13 | 14 | 15 | 16 | 17 | 18 | 19 | 20
CHT block | i | i | i | i | i | i | i | i | i | i | i | i
CHT PAM | i | i | i | i | i | i | i | i | i | i | i | i

21) CCOc1ccc(N/C=C\C(=O)c2ccc3c(c2)OCO3)cc1
22) Cc1cccc(NC(=O)C(C)N2C(=O)C3C4CC(C(Br)C4Br)C3C2=O)c1 (configuration not stated)
23) O=C1CN(C(=O)/C=C/c2cc(Br)ccc2F)CCN1
24) COC(=O)c1ccc2c(=O)n(CCCN3CCOCC3)c(=S)[nH]c2c1
25) CC(=O)c1ccc2c(c1)N(C)c1ccccc1S2
26) CCCS(=O)(=O)c1ccc(COC(=O)c2ccc(NC(C)=O)cc2)cc1
27) CC(=O)N1CCN(C(=O)c2cc(S(=O)(=O)Nc3ccc(S(C)(=O)=O)cc3)ccc2Cl)CC1
28) CC(=O)c1cccc(NC(=O)CN2CCc3cc4c(cc3C2)OCCCO4)c1
29) CCCCCCSc1nsc(N)n1
30) COn1c2c(c3c4nonc4ccc31)CCCC2
Screen / compound no. | 21 | 22 | 23 | 24 | 25 | 26 | 27 | 28 | 29 | 30
CHT block | i | i | i | i | i | i | i | i | i | i
CHT PAM | i | i | i | i | i | i | i | i | i | i

31) CN(C)C(=O)c1c2c(nc3ccccc13)-c1ccccc1CC2
32) CCCNC(=O)C1CCN(S(=O)(=O)c2c(C)noc2/C=C\c2ccc(OC)cc2)CC1
33) COc1ccc(C2C(C#N)=C(SC)NC3=C2C(=O)CC(C)(C)C3)cc1 (configuration not stated)
34) Cc1ccc(-n2cc(CNCCn3nc(C)cc3C)c(-c3ccc(F)cc3)n2)cc1
35) CCN(CC)CCNCC1C(=O)O[C@@H]2C[C@@]3(C)CCC[C@H](C)C3=C[C@H]12 (some centres not stated)
36) O=C(COc1ncnc2ccccc12)N1CCN(S(=O)(=O)c2ccccc2)CC1
37) CC[C@@H](C)[C@H](NC(=O)CCc1c(C)c2cc3c4c(oc3c(C)c2oc1=O)CCCC4)C(=O)O
38) Cc1ccc(-c2cc(C(=O)NCCN3CCOCC3)no2)cc1
39) COc1cc(Br)c(S(=O)(=O)Nc2c(C)n(C)n(-c3ccccc3)c2=O)cc1OC
40) CCc1nc(SCC(=O)Nc2cc(C)on2)n[nH]1
Screen / compound no. | 31 | 32 | 33 | 34 | 35 | 36 | 37 | 38 | 39 | 40
CHT block | i | i | i | i | i | i | i | i | i | i
CHT PAM | i | i | i | i | i | i | i | i | i | i

41) O=C(Cn1cc(C(=O)C2CC2)c2ccccc21)Nc1ccccc1Cl
42) COc1ccc(CCn2nnnc2C(CC(C)C)N2CCC(C(N)=O)CC2)cc1OC (configuration not stated)
43) Cc1cc(C(=O)NN)c(Cl)cc1Cl
44) Cc1sc2nc(CSc3nnc(Cc4cccs4)n3C3CCCCC3)[nH]c(=O)c2c1C
45) O=c1[nH]c2ccc(S(=O)(=O)NCc3ccccc3)cc2[nH]1
46) O=C(Cc1ccc([N+](=O)[O-])cc1)Nc1cc(C(F)(F)F)cc(C(F)(F)F)c1
47) C=CCNC1=C(Cl)C(=O)N(Cc2ccccc2)C1=O
48) O=C(CCc1nc(-c2ccccc2F)no1)Nc1ccc(Oc2ccccc2)cc1
49) CC(C)OCCCNC(=O)c1cc(-c2cccs2)nc2ccccc12
50) O=C(CCC(=O)N1CCN(S(=O)(=O)c2cccc(F)c2)CC1)c1cccs1
Screen / compound no. | 41 | 42 | 43 | 44 | 45 | 46 | 47 | 48 | 49 | 50
CHT block | i | i | i | i | i | i | i | i | i | i
CHT PAM | i | i | i | i | i | i | i | i | i | i

51) COc1ccc(CCNC(=O)C(=O)c2c(C)n(C)c3ccccc23)cc1OC
52) CC(C)NC(=O)CN(Cc1ccccc1)S(=O)(=O)c1ccccc1
53) CC(=O)Nc1ccc(NC(=O)c2ccc(COc3ccc(C)cc3)o2)cc1
54) CC(C)(C)c1ccc(/C=C/C(=O)Nc2ncccn2)cc1
55) Cn1c(O)c(N=NC(=O)Cn2c(C(F)(F)F)nc3ccccc32)c2ccccc21
56) Fc1ccc(NC(=S)NCc2ccc3c(c2)OCO3)cc1
57) O=C(Oc1cccnc1)c1cccc(Cl)c1
58) Cc1c(C(=O)NC(=S)NCc2cccnc2)oc2ccccc12
59) O=C(CN1CCc2cc3c(cc2C1)OCCCO3)Nc1ccc(F)cc1
60) NC(=O)CC(NC(=O)Cc1ccc(Br)cc1)c1ccc(NCCN2CCOCC2)c([N+](=O)[O-])c1 (configuration not stated)
Screen / compound no. | 51 | 52 | 53 | 54 | 55 | 56 | 57 | 58 | 59 | 60
CHT block | i | i | i | i | i | i | i | i | i | i
CHT PAM | i | i | i | i | i | i | i | i | i | i

61) Cc1cc2c(=O)n(CC(=O)N3CCN(c4ccc(F)cc4)CC3)cnc2s1
62) Cc1cc2[nH]cnc2c([N+](=O)[O-])c1C
63) CN(C)S(=O)(=O)c1ccc(NC(=O)Cn2c(-c3ccccc3)noc2=O)cc1
64) COc1ccc(C2=NOC(C(=O)Nc3ccc4c(c3)OCCO4)C2)cc1OC (configuration not stated)
65) Cc1cccc(NC(=S)N2CCN(c3ccccc3F)CC2)c1C
66) O=C(CCC(=O)N1CCN(Cc2ccccc2)CC1)Nc1nnc(C2CCCCC2)s1
67) O=C(COc1ccc(C(=O)c2ccccc2)cc1)Nc1cccnc1
68) O=C1C(=O)N(CCN2CCOCC2)C(c2cccnc2)/C1=C(/O)c1ccc(Cl)cc1 (configuration not stated)
69) CCN(CC)c1ccc(NC(=O)CN2CCN(CC(=O)Nc3ccccc3F)CC2)cc1
Screen / compound no. | 61 | 62 | 63 | 64 | 65 | 66 | 67 | 68 | 69
CHT block | i | i | i | i | i | i | i | -9.5* | i
CHT PAM | i | i | i | i | i | i | i | i | i

Records 48 through 49 from above:
48) O=C(CCc1nc(-c2ccccc2F)no1)Nc1ccc(Oc2ccccc2)cc1
49) CC(C)OCCCNC(=O)c1cc(-c2cccs2)nc2ccccc12
Screen / compound no. | 48 | 49
CHT block | i | i
CHT PAM | i | i
